Source: PubChem BioAssay
NR2E3 ag-1 – activates human photoreceptor nuclear receptor NR2E3. AID 2300. GST-NR2E3/biotin-RetCOR TR-FRET, 1536-well. inhibition of corepressor binding, % at 4.78 µM. Q9Y5X4. 320,000 tested, 0.12% active;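 active means percent inhibition above the cutoff of mean plus 3 SD of all tested compounds, set per screening campaign, cut at about 20% in these data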;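 further: 0% = DMSO wells and 100% = biotin wells as full block of FRET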
Target sequence (Q9Y5X4 whole entry, looked up): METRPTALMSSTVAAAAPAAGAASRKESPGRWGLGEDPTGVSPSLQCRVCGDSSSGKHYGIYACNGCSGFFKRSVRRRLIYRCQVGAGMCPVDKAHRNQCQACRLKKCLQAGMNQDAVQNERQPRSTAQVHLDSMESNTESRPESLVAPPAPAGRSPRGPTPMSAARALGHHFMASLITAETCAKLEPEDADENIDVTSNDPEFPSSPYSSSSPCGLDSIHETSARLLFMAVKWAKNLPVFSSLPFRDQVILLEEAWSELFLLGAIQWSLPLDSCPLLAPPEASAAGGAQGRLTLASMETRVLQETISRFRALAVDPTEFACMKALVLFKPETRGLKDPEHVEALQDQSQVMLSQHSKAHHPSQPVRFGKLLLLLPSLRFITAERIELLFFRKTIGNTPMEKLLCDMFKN
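Format: 1536-well format; test system: GST-NR2E3 and biotin-RetCOR proteins; read-out basis: percent inhibition of TR-FRET ratio; timing: 5 h incubation at 4 °C; detection: time-resolved FRET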
Shn3 3UTR inh – inhibitors of Schnurri-3 3'UTR reporter in osteoblasts | Clone20 osteoblast Shn3 3'UTR firefly luciferase, 24 h | inhibition, % at 12.5 µM | 360,000 tested, 0.52% active;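 active means mean inhibition of at least 75% with every replicate also reaching 75%; inconclusive means mean inhibition at least 75% but some replicate below; inactive means mean inhibition below 75%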;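 further: 0% = median of neutral control wells and 100% = pilot-screen positive control compound; some compounds past the cut are filed as inactive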
PDI turbidity – PDI (human) enzyme inhibition; PDI insulin aggregation turbidity, A650, 90 min; 350,000 tested, 0.052% active; P07237; AID 588391; inhibition, % at 10 µM;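 active means mean inhibition across replicates of 30% or more, whatever share of single replicates reach that level; inconclusive means mean inhibition below 30% while every single replicate reaches 30%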;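 further: absorbance from insulin aggregation driven by PDI reduction with DTT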
Target sequence (P07237 whole entry, looked up): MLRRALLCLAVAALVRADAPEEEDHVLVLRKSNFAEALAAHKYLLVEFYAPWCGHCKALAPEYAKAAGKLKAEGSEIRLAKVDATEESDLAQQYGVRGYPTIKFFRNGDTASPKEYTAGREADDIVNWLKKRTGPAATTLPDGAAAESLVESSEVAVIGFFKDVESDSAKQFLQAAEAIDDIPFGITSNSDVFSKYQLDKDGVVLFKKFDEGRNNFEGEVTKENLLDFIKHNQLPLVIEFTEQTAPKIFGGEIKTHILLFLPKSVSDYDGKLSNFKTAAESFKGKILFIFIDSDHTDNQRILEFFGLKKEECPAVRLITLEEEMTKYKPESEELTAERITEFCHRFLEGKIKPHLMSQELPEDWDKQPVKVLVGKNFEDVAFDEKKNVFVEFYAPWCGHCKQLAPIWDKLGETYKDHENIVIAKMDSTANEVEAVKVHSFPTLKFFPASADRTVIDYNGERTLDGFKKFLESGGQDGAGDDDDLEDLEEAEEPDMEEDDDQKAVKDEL
Peg3 prom inh – inhibitors of Peg3 promoter | 360,000 tested, 1.7% active | HeLa PEG-Prom luciferase reporter, luminescence, overnight | inhibition, % at 20 µM;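 active means inhibition of at least 50% at 20 µM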
CaV13 FRET inh – Primary screen for inhibitors of IQ motif and Ca2+-dependent inactivation inhibitor domain binding in CACNA1D, Förster resonance energy transfer in living cells, … | AID 743397 | 340,000 tested, 0.098% active | inhibition, % at 12.3 µM | HEK cells, CFP/YFP FRET ICDI-IQ, plate reader, 10 min; percent FRET-ratio fall versus neutral wells;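 active means mean replicate inhibition of at least 30% and at least 1% of replicates passing that level; inconclusive means only one of the two criteria is met; inactive means neither criterion is met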;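 further: 0% = median of the neutral control wells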
CF NFkB block – inhibitors of cystic fibrosis induced NF-kB; KKLEB NF-kB-GFP reporter, PAF-induced, GFP fluorescence overnight; inhibition, % at 5 µM; 360,000 tested, 0.86% active;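 active means at least 50% inhibition at 5 µM, scaled per plate between neutral and stimulator controls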;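 further: PAF is a Pseudomonas aeruginosa culture filtrate used as stimulus; plate controls were PAF-stimulated DMSO wells for no effect and unstimulated DMSO wells for full effect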
NR2E3 ag-2 – human photoreceptor-specific nuclear receptor agonism. 360,000 tested, 0.35% active. AID 602229. CHO-S Gal4-NCOR/VP16-NR2E3 two-hybrid, luciferase. inhibition of corepressor binding, % at 3.98 µM;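 active means inhibition above the mean of all tested compounds plus 3 SD, cut at about 70% in these data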;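 further: 0% = DMSO with NR2E3 transfected cells and 100% = cells lacking NR2E3 construct; higher means lower luciferase signal from less NR2E3 corepressor binding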
HIF-2a inh – blocks HIF-2a reporter activity; 786-0 RCC cells HIF-2a reporter, luciferase luminescence, overnight; inhibition, % at 18.8 µM; 360,000 tested, 0.72% active; AID 624352;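 active means inhibition of the luminescence signal of 40% or more relative to plate controls, in a single-dose primary screen at 18.75 µM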
MITF TRPM1 inh – reduces MITF-dependent TRPM1 promoter luciferase signal. SK-MEL-5 TRPM1 promoter luciferase, 24 h. inhibition, % at 12.5 µM. 330,000 tested, 0.83% active;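 active means mean inhibition across replicates of 60% or more, whatever share of single replicates reaches that level; inconclusive means some that reach 60%, reason not given; inactive means mean inhibition across replicates below 60%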; further: values of inactives mirror those of a sister screen read the other way
KKLEB cytotox – counter-screen for CF NF-kB inhibitors: cytotoxicity. KKLEB CF airway cells viability, ATPlite luminescence, overnight; active compounds read low; cells stimulated with P. aeruginosa culture filtrate. activity change (cytotoxicity), % at 5 µM. 360,000 tested, 0.36% active. AID 602141;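 active means corrected activity change at or below -50% at 5 µM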
Vif imaging – blocks HIV Vif function | HEK293T cells, Vif self-association by quenched fluorescence, imaging, 24 h | inhibition, % at 7.49 µM | 340,000 tested, 0.35% active | AID 602346; in the data active means inhibition above about 50%, passing the limit was not always enough; inconclusive means no clear call, values can overlap the other calls; inactive means below about 31%; further: some results filed as inactive read as strong as hits
Numbers without * were called inactive; ? = inconclusive; . = not tested or not shown.

SMILES	NR2E3 ag-1	Shn3 3UTR inh	PDI turbidity	Peg3 prom inh	CaV13 FRET inh	CF NFkB block	NR2E3 ag-2	HIF-2a inh	MITF TRPM1 inh	KKLEB cytotox	Vif imaging
CCO[C@@H]1OC(C(=O)NCc2nc3ccccc3[nH]2)=C[C@H](c2ccccc2)[C@H]1CCCO	-3	-8	6	10	-5	-7	-6	16	10	-2	-10
O=C(CCc1nnc(CCCCc2ccccc2)o1)NC1CCCC1	1	-7	0	9	-5	5	-19	5	10	3	0
CCN(CC)c1ccc(/C=C(\C#N)C(N)=S)cc1	-1	-13	5	-64	-2	6	-32	-152	-18	-6	-6
COC(=O)c1ccc(CN2CCCC(CO)(Cc3ccc(F)cc3F)C2)cc1 (stereo unspecified)	-1	-37	-6	11	-7	-7	8	15	6	-5	-3
CCOc1ccc(NC(=O)CSCc2cnn(-c3ccccc3)c2-n2cccc2)cc1	2	7	4	13	-5	1	-6	23	16	-19	-6
O=C(CNC(=O)c1cc(-c2ccccc2)nn1-c1ccccc1)Nc1ccccc1Br	.	-14	-12	19	-2	-3	16	-2	2	-4	1
COc1cc(/C=C2\SC(c3ccc(C)cc3)=NC2=O)ccc1O	3	1	-6	-91	-8	-34	-3	-96	-48	7	3
O=C(NCc1ccccc1Br)c1cccc2c1C(=O)c1ccc(N3CCC(Cc4ccccc4)CC3)cc1S2(=O)=O	.	14	9	-6	.	-38	-35	13	6	0	-1
O=C(/C=C1\SC(=O)N(CC(=O)Nc2ccc(Cl)cc2)C1=O)Nc1ccc(F)cc1	4	-2	14	25	-2	-2	-8	15	15	-5	0
CCCc1nc(NCc2ccc3c(c2)OCO3)c2nnn(Cc3ccccc3Cl)c2n1	1	18	-4	1	.	-4	-2	16	-4	-2	2
N#Cc1nc(COc2ccccc2F)oc1N1CCCCCC1	1	-25	1	-60	-5	-2	-19	-105	-52	-3	-10
COC(=O)c1sc2nc[nH]c(=O)c2c1C	4	-2	-1	-38	.	19	-9	-21	-11	-2	-3
Cc1ccc(C)c(C(=O)N(C)CC(=O)Nc2ccccc2C(F)(F)F)c1	-1	3	1	-2	-6	-8	-17	7	.	5	3
CCC(Oc1ccc(C)c(C)c1)C(=O)N1CCCN(C)CC1 (stereo unspecified)	-1	10	-1	10	-6	-24	-5	14	5	19	1
CCCCN(C(=O)/C=C/c1ccco1)c1c(N)n(Cc2ccccc2)c(=O)[nH]c1=O	3	14	-2	2	8	0	16	13	-6	-2	7
CCC(COC(C)=O)Nc1nc2c([nH]1)c(=O)n(C)c(=O)n2C (stereo unspecified)	2	-7	2	-7	-15	-4	12	15	-31	5	-1
O=C(O)/C(=C\c1ccccc1Cl)c1ccc(S(=O)(=O)N2CCCCC2)s1	-1	-5	-3	23	-5	-4	-26	16	7	-31	2
O=C(c1ccc(S(=O)(=O)N2CCOCC2)cc1)N1CCN(c2cccc(Cl)c2)CC1	3	45	9	14	-4	15	13	9	2	-9	-6
COc1ccccc1C1C(C(=O)c2ccco2)=C(O)C(=O)N1c1cc(C)on1 (stereo unspecified)	6	9	21	7	.	-2	-29	5	19	-2	-4
O=C(N/N=C/c1ccc(OC(=O)c2ccco2)cc1)c1ccccn1	2	-67	-4	-138	-6	-27	-69	-165	-29	6	8
Cc1noc(C)c1C(=O)OCC(=O)Nc1ccccc1C(=O)NC(C)c1ccccc1 (stereo unspecified)	2	20	4	18	-4	-14	-10	17	-8	3	.
COc1ccc(C2=NCC(CSc3nnc(-c4ccc5c(c4)OCO5)o3)S2)cc1 (stereo unspecified)	-2	-17	3	-74	-4	-17	-28	-148	-9	2	-10
O=C(NNC(=S)NCCCN1CCOCC1)c1ccncc1	1	-15	-2	-16	-2	-9	-20	9	-2	-4	-13
O=C(Nc1ccc(OC(F)(F)F)cc1)C1CC(=O)N(Cc2ccco2)C1 (stereo unspecified)	1	-27	-12	-6	-5	13	-14	1	-11	8	-1
C#CCN(CC=C)C(=O)c1ccc2nc(C3CCCCC3)oc2c1	3	-14	-17	-58	5	5	-31	-102	-25	-4	-2
CC[n+]1ccc(C(=O)NCc2ccccc2)cc1	-1	14	21	15	2	-21	-3	17	4	-4	-6
CCCNC(=O)C1CNc2ccccc2O1 (stereo unspecified)	3	-5	3	11	-3	11	-10	16	12	5	-2
C/C=C(\C)C(=O)N[C@@H](C)CN1C2=NC[C@H](C(C)C)N2C[C@H]1Cc1ccc(OC)cc1	.	4	-3	-2	-9	-9	-16	0	1	-4	-2
COc1ccc2[nH]cc(CCNS(=O)(=O)c3ccccc3)c2c1	0	15	9	7	-12	-4	-8	9	10	4	-16
Cc1cccc(NC(=O)c2ccc(S(=O)(=O)N(C)CC3CCCO3)cc2)c1C (stereo unspecified)	0	8	0	4	-2	5	3	14	1	-11	0
Cc1oc(-c2ccccc2)nc1CSc1nc2c(c(=O)[nH]1)CCC2	2	-14	-9	16	-8	30	-5	5	-2	-15	3
NC(=O)c1ccccc1NC(=S)NC(=O)CCc1ccccc1	-3	0	-10	-14	-4	25	-39	-30	26	-6	1
O=C(COc1ccc(S(=O)(=O)N2CCCC2)cc1Cl)NC1CCCC1	3	8	4	6	.	0	-18	20	12	-3	-2
CC1CCCN(CCCNC(=O)c2coc3nc4ccccc4nc23)C1 (stereo unspecified)	4	13	-2	10	-5	-6	0	-5	-4	5	-14
O=C(N/N=C/C(Cl)=C/c1ccccc1)c1ccccn1	1	-43	6	-266	-4	-14	-104	-250	-73	-17	3
Cn1c(=O)c2c(nc(NCCc3ccccc3)n2CC(=O)NCCc2ccccc2)n(C)c1=O	0	15	6	19	-5	-1	-34	6	9	-22	2
CN(Cc1ccccc1)S(=O)(=O)c1cccc2cccnc12	1	3	8	4	-6	-4	-18	1	0	14	-3
Nc1ccc(N2CCOCC2)c(Cl)c1	1	4	0	0	-6	-7	-13	9	14	11	-2
Cc1onc(-c2c(Cl)cccc2Cl)c1C(=O)NNc1ccccc1	1	22	-6	18	-6	-8	-25	18	-6	4	-4
Cc1ccc(O)c(Cn2nnc3ccccc32)c1	0	12	-3	7	-5	13	27	1	0	0	0
O=C(COc1ccccc1)Nc1nnc(-c2ccco2)o1	1	17	0	-13	1	-1	-12	13	-1	-4	6
O=C(CNC(=O)c1ccc([N+](=O)[O-])cc1)N/N=C\c1ccc(OC(=O)c2ccccc2)cc1	3	11	-4	-11	-5	2	-10	-2	15	2	50*
CN(C)c1ccc(/C=C(\NC(=O)c2ccccc2)C(=O)NCc2cccnc2)cc1	-6	6	-8	5	-8	0	-23	17	10	1	8
CCOC(=O)c1c(C)[nH]c(C(=O)COC(=O)C2CC2)c1C	.	-7	4	-221	-6	-2	-81	-51	-83	-4	-3
Cc1ccc(Cl)cc1NC1=NC(=S)N(C(C)C)C12CCCCC2	1	21	2	11	-3	9	-15	7	13	-13	-3
Cc1ccc2[nH]c(=O)c(CC(=O)O)c(-c3ccccc3)c2c1	0	5	-2	9	-19	-4	0	16	4	5	5
CCc1ccc(Oc2cc(C)nc(N)n2)cc1	1	-63	-3	-278	-5	4	-99	-205	-59	-3	.
CCn1c(=O)cc(SCC(=O)NCc2cccnc2)c2ccccc21	-9	-1	-1	10	-11	-23	-4	22	-11	16	1
CC1(C)OC(=O)C(=NNc2ccccc2)C(=O)O1	1	-12	12	-10	-4	-20	12	-27	-14	8	-3
CCOCC(=O)Nc1cc(C(=O)OC)cc(C(=O)OC)c1	3	-4	-10	11	-16	-6	-9	8	5	1	-1
Cc1ccc(-c2csc3ncnc(-n4nnc5ccccc54)c23)cc1C	-1	29	7	12	-3	6	-10	28	2	-9	-6
FC(F)(F)c1cccc(NC(=S)N(CCCN2CCCC2)Cc2cccn2Cc2ccc(Cl)cc2)c1	-4	40	1	106*	-5	36	45	-21	16	-17	0
COc1ccc(N=C2SCC(=O)N2c2ccc(OC)cc2)cc1	0	3	-7	8	-8	-4	-10	-8	-5	-4	-11
C[C@@H]1CN([C@@H](C)CO)S(=O)(=O)c2ccc(Br)cc2O[C@H]1CN(C)Cc1ccccn1	.	3	0	6	-4	4	-14	11	.	-6	.
COC(=O)c1ccc(SCC(=O)NC2CCCC2)c([N+](=O)[O-])c1	-3	-10	-1	-1	-4	2	-13	-3	5	6	?
CCOc1ccc(NC(=O)Nc2ccc3nccnc3c2)cc1	3	0	3	-73	-4	-17	-27	-100	-55	18	-5
C=CCOc1ccccc1CN1CCC(n2nccc2NC(=O)c2ccccc2)CC1	-3	30	6	-3	-2	9	-33	7	3	-11	-3
Cc1ccc(-c2nnc(SCC(=O)NCC3CCCO3)n2C)cc1 (stereo unspecified)	1	0	-1	-31	.	6	-21	6	7	8	-2
COc1ccc(N2CCN(C(=O)CNS(=O)(=O)c3ccc(C)cc3)CC2)cc1	5	13	3	11	-5	16	-21	5	-30	7	2
Cn1c(SCC(=O)N2CCOCC2)nc(O)cc1=O	3	-15	0	17	-5	16	-29	11	-7	9	6

(next part)
SMILES	NR2E3 ag-1	Shn3 3UTR inh	PDI turbidity	Peg3 prom inh	CaV13 FRET inh	CF NFkB block	NR2E3 ag-2	HIF-2a inh	MITF TRPM1 inh	KKLEB cytotox	Vif imaging
CC(C)(C)n1nc(Cc2cccc3ccccc23)c(C#N)c1N	1	1	0	5	-4	0	5	11	4	-11	13
Cc1ccc(C)c(S(=O)(=O)NCC(=O)Nc2sc3c(c2C(N)=O)CCC(C)C3)c1 (stereo unspecified)	3	7	5	43	-7	3	-21	16	16	-12	27
COCCn1nnnc1C(C(C)C)N(Cc1cccnc1)Cc1cc2cc(OC)ccc2[nH]c1=O (stereo unspecified)	0	-4	0	5	.	-6	-14	-4	-14	6	-5
Cc1nnc(SCC(=O)NC(C)(C)C)n1C1CCCCC1	3	3	-2	7	-3	-28	9	20	-1	8	0
Nc1nc(-c2ccco2)nn1C(=O)c1ccc(F)cc1	.	-3	0	16	-2	-4	-5	-4	-11	1	-5
COC(=O)[C@@H]1C[C@@]2(O)[C@H](O)[C@H](O)[C@H](O)C[C@H]2N1Cc1cccc2ccccc12	3	6	2	7	-5	3	-2	11	-4	0	6
Cc1ccc(-n2nc3c(=O)n(CC(=O)NC4CCCCC4)nc(C)c3c2C)cc1	-1	23	11	5	-4	12	2	5	6	-11	11

Vif imaging, hit marks shown above.
Structure | NR2E3 ag-1 | Shn3 3UTR inh | PDI turbidity | Peg3 prom inh | CaV13 FRET inh | CF NFkB block | NR2E3 ag-2 | HIF-2a inh | MITF TRPM1 inh | Vif imaging
O=C(CNC(=O)c1ccc([N+](=O)[O-])cc1)N/N=C\c1ccc(OC(=O)c2ccccc2)cc1 | 3 | 11 | -4 | -11 | -5 | 2 | -10 | -2 | 15 | 50*
